# MsrA act = activators of bovine methionine sulfoxide reductase A; purified bovine MsrA, absorbance read-out; activation, % at 10.6 µM; 360,000 tested, 0.3% active; in the data active = activation above about 7.5%;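 also: 0% = vehicle and 100% = reference activator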
# SKN-1 inh = C. elegans SKN-1 inhibition; inhibition, % at 21.8 µM; AID 624304; C. elegans VP596 Pgst-4::GFP/RFP ratio, acrylamide-induced, 24 h; 360,000 tested, 0.49% active;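 active = interference check ratio from 0.5 to 1.5 plus GFP to RFP signal ratio inhibition reaching or exceeding a fixed threshold, cut at about 30% in these data, passing the limit was not always enough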; also: some compounds called inactive have numbers as strong as hits
# MT1-MMP act inh = MT1-MMP (human) activation inhibition; HT1080 RFP-PRO-GFP cells, GFP/RFP ratio fluorescence, overnight; percent of plate control window, DMSO zero; GFP/RFP ratio change, % at 20 µM; 360,000 tested, 0.061% active; P50281; AID 651647;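 active = GFP/RFP ratio change of at least 30% with cell ATP level not reduced by more than half and red fluorescence within 50% of control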; also: strong numbers were not always called active
#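 Assay system: HT1080 cells carrying an RFP-PRO-GFP reporter | Dosing: Single dose of 20 µM compound, 1% DMSO final | Incubation: Cells overnight before dosing, compound overnight, 37 °C, 5% CO2 | Evaluation: GFP/RFP fluorescence ratio | Control set: DMSO and RFP-L50D-GFP cell wells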
# E coli Lon inh = inhibitors of E. coli Lon protease; purified E. coli Lon protease, fluorescence polarization; AID 602123; inhibition, % at 7.94 µM; P0A9M0; 360,000 tested, 0.42% active; in the data active = inhibition above about 13%, passing the limit was not always enough;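 also: 0% = enzyme with probe and DMSO and 100% = no enzyme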
# CendR NRP1 mod = modulators of CendR peptide binding to human neuropilin-1 | O14786 | FAM-RPARPAR peptide binding to NRP-1, fluorescence polarization | inhibition, % at 25 µM | 360,000 tested, 0.85% active;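 active = inhibition or corrected inhibition above about 18%, plus a signal ratio from 0.5 to 1.5, limit read from the data, passing the limit was not always enough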; also: strong numbers were not always called active
# Target sequence (O14786 whole entry, looked up): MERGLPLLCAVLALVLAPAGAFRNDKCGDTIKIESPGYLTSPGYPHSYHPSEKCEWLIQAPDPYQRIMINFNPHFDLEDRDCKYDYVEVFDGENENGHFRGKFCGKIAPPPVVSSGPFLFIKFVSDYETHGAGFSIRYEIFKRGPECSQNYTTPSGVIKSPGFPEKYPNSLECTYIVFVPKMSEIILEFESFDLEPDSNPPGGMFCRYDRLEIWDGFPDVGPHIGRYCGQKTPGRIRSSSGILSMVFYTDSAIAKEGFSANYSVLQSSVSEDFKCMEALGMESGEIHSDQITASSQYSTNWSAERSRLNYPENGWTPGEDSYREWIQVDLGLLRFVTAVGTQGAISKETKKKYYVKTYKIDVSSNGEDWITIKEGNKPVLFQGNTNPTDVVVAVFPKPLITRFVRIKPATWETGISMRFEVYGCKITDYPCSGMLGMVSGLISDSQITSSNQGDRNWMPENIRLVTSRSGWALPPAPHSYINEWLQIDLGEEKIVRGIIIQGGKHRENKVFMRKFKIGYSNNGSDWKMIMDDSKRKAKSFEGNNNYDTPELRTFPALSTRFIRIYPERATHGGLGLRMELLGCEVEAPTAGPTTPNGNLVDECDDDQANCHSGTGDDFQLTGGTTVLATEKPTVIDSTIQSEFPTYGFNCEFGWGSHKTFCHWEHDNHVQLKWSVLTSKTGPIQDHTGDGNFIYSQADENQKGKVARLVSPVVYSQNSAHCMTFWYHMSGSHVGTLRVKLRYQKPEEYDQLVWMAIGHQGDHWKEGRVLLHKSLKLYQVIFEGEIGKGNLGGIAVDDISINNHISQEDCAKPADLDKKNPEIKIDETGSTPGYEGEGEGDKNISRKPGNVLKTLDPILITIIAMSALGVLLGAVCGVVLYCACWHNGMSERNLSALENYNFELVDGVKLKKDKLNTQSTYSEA
# Rin1 Abl inh = blocks binding of human Rin1 to Abl; inhibition, % at 7.35 µM; AID 588664; 360,000 tested, 0.4% active; TR-FRET Rin1/Abl binding, biochemical; P00519+Q13671; in the data active = inhibition above about 5%, passing the limit was not always enough
# MsrA inh = inhibits bovine methionine sulfoxide reductase A; purified bovine MsrA, absorbance read-out; inhibition, % at 15.5 µM; 360,000 tested, 0.75% active; AID 651718; in the data active = inhibition above about 4.5%;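 also: 0% = vehicle wells with enzyme and 100% = reference inhibitor wells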
# FAS TE block = blocks the thioesterase domain of human fatty acid synthase; P49327; recombinant FAS-TE, OMFH fluorogenic substrate, fluorescence endpoint; inhibition, % at 15 µM; 360,000 tested, 0.67% active; AID 602261;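 active = compounds whose normalised, plate-corrected inhibition of enzyme fluorescence in the single-dose primary screen is 50% or more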;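 also: 0% = DMSO with enzyme and 100% = substrate without enzyme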
# Neddylation inh = blocks human cullin neddylation. P61081+Q13564. TR-FRET cullin neddylation, biochemical. calls only at 25 µM. 360,000 tested, 0.58% active. AID 651699; in the data active = inhibition above about 36%
# * hit, by the source's call; i = inactive; nt = no result given; & = joins results of further samples.
SMILES,MsrA act,SKN-1 inh,MT1-MMP act inh,E coli Lon inh,CendR NRP1 mod,Rin1 Abl inh,MsrA inh,FAS TE block,Neddylation inh
Cc1cc(C)n(Cc2ccc(C(=O)NCCC3=CCCCC3)o2)n1,-7,4,10,-5,13,-2,-1.0,-2,i
O=C(Nc1cccc2ncccc12)C12CC3CC(CC(C3)C1)C2,-2,29,10,12,-12,-1,-0.3,-2,i
CCOc1ccc(S(=O)(=O)NCc2cccnc2)cc1NC(=O)c1ccccc1F,-9,-6,-1,0,-7,3,1.5,-3,nt
CN(C)C(=O)N1CCCC(C(=O)NCc2ccccc2Cl)C1 (stereo not drawn),-2,17,1,-4,4,-2,-0.7,-7,i
CCNc1nc(NCc2ccccc2)nc(SCC(=O)Nc2ccccc2)n1,-3,8,-10,16,0,1,0.0,14,i
CCOC(=O)C1CCCN(C(=O)c2sc(-c3ccccc3)nc2C)CC1 (stereo not drawn),2,7,-1,-1,1,-8,0.5,-3,i
COc1ccc(C2C(C(=O)c3ccc(C)o3)=C(O)C(=O)N2c2cc(C)on2)cc1OC (stereo not drawn),1,7,4,-5,12,1,1.6,-4,i
CN(C1CCS(=O)(=O)C1)S(=O)(=O)c1ccccc1[N+](=O)[O-] (stereo not drawn),-6,0,4,-10,-2,-2,-0.7,-6,i
CCCCN(C)C(=O)C1CCN(C/C(C)=C/c2ccccc2)CC1,-4,6,-2,2,1,1,-0.6,-5,i
O=C1CC(c2ccc(S(=O)(=O)N3CCCCC3)cc2)CN1 (stereo not drawn),-3,3,3,2,9,1,0.3,-5,i
CC(=O)Nc1ccc(S(=O)(=O)Nc2ccc(Cl)cn2)cc1,-1,6,3,-4,5,0,0.2,-8,i
NS(=O)(=O)c1ccc(NC(=S)N2CCN(Cc3ccc(Cl)c(Cl)c3)CC2)cc1,-4,-6,4,5,10,-2,2.5,-26,i
CCOC(=O)C1CC2=C(CC(C)(C)CC2=O)N(CCOC)C1=O (stereo not drawn),-3,7,1,2,2,-2,-0.3,-12,i
Cc1ccc(C)c(N(CC(=O)N2CCc3ccccc3C2)S(C)(=O)=O)c1,1,-17,1,-8,7,1,0.7,4,i
O=C(NC1CCCC1)C(c1cccs1)N(Cc1ccco1)C(=O)Cn1nnc(-c2cccs2)n1 (stereo not drawn),-3,14,-14,0,12,-6,-0.9,18,i
CCOc1ccc(C2C(C(=O)c3ccc(C)o3)=C(O)C(=O)N2CCCN(CC)CC)cc1 (stereo not drawn),0,1,-11,-4,-2,-3,0.3,0,i
CC(N=c1ccccn1C(=O)Nc1ccc(F)cc1)c1ccco1 (stereo not drawn),-3,6,11,-8,0,4,-1.1,-4,i
Cc1ccc(NC(=O)c2cc(NC(=O)c3ccco3)ccc2N2CCOCC2)cc1Cl,-1,-10,-2,-5,-9,-3,-1.0,14,i
NC(=O)C1CCCN(C(=O)c2[nH]c(C(F)(F)F)nc2-c2ccccc2)C1 (stereo not drawn),-3,-2,1,-12,10,-1,0.1,-5,i
COc1cc2c(cc1OC)C(c1ccc(Cl)cc1)=NCC2,-4,-7,-2,0,-1,-1,-0.7,-5,i
O=C(CCOc1ccccc1)Nc1cccc(S(=O)(=O)Nc2ccccc2Cl)c1,-8,2,-1,13,8,0,-1.7,17,i
CN(C)S(=O)(=O)c1ccc(Cl)c(C(=O)NNC(=O)c2ccc3c(c2)OCO3)c1,-2,4,2,-17,3,5,0.6,-5,i
NCCNC(=O)c1ncsc1-c1cccc(F)c1,-2,5,-1,3,2,-1,-0.6,0,i
CCCCN1C(=O)C(CC(=O)NC2CC2)CC(C(=O)N(C(C)C)C(C)C)=C1C (stereo not drawn),-3,8,0,-3,0,1,0.3,-6,i
Cc1nn2c(NCc3ccccn3)cc(C(C)C)nc2c1-c1ccccc1,-2,23,-1,3,-4,0,1.9,36,nt
# Carrying on.
SMILES,MsrA act,SKN-1 inh,MT1-MMP act inh,E coli Lon inh,CendR NRP1 mod,Rin1 Abl inh,MsrA inh,FAS TE block,Neddylation inh
CC(C)(C)c1cc[n+](-c2[nH]c(=O)sc2/C=N/NC([S-])=Nc2ccccc2)cc1,-3,-25,-87,165*,54*,-4,3.2,-7,i
Cc1ccc(/C=C/C(=O)NCCCN2CCN(CCCNC(=O)/C=C/c3ccc(C)cc3)CC2)cc1,-7,-7,6,8,-36,-2,-0.2,-8,i
COC(=O)c1ccc(CNC(=O)COC(=O)C2CCC(C(C)(C)C)CC2)cc1 (stereo not drawn),0,-3,6,-8,-9,2,0.4,16,i
CCN(C(=O)N1CCOCC1)c1ccccc1C,0,16,3,-1,-2,-1,-0.9,-9,i
CC(=O)Nc1cccc(C(=O)N/N=C/c2cccc(C)n2)c1,-1,-6,1,9,-3,-1,-0.4,-2,i
CCOCCCNC(=O)c1[nH]c(C)c(C(C)=O)c1C,-15,-7,nt,7,8,-1,-0.2,-8,i
Cc1ccc(CSc2ccc(S(=O)(=O)N3CCCCC3)cn2)cc1,-5,-7,0,10,6,3,-0.7,18,i
COc1ccc(C(=O)C[n+]2cc(-c3ccc(OC)cc3)n3c2CCCC3)cc1,-3&-13,4&-17,-6&-3,-1&-12,14&8,1&2,-0.6&2.2,-5&-12,i
CCOc1ccc(N2C(=O)CC(N)C2=O)cc1 (stereo not drawn),-6,20,2,18*,-11,0,-0.1,0,i
COC(=O)C1=C(N)OC2=C(C(=O)CC(C)(C)C2)C1c1ccoc1 (stereo not drawn),-3,12,0,-11,1,1,0.7,-8,i
COc1ccc2ccccc2c1CNc1nnnn1C,-4,-3,11,1,12,1,2.2,-5,i
CC(C)(C)n1nc2c(c1NC(=O)c1ccc(Br)cc1)CS(=O)C2 (stereo not drawn),-1,0,-3,-8,3,-1,-1.2,-2,i
CCCCOc1ccc(C(=O)NCC(=O)NC2CCCCC2)cc1,-2,4,0,3,-1,2,1.1,-9,i
COCCNC(=O)COC(=O)c1cccnc1SC,-4,-5,2,-5,-6,1,0.4,-1,i
CCOc1ccccc1NC(=O)CSc1nnc(CNC(=O)c2ccccc2F)o1,-1,12,-1,3,15,-4,-1.0,-5,i
COc1cccc(NC(=O)CNC(=O)Cn2cnc3sc4c(c3c2=O)CCCC4)c1,-2,18,4,4,-6,-3,-0.2,11,i
CSCCC(NC(=O)COc1ccccc1)C(=O)O (stereo not drawn),1,-6,-2,6,-1,2,0.2,-5,i
CN(C(=O)COC(=O)COc1ccccc1Cc1ccccc1)c1ccccc1,-6,-4,3,11,3,2,-2.1,28,i
CC1=CCC2C(=O)N(CCc3c[nH]c4ccccc34)C(=O)C2C1 (stereo not drawn),-3,15,3,-15,-5,7,1.2,-3,i
O=C(NN1CCOCC1)c1ccc(Cl)cc1Cl,-3,-6,-3,-11,4,0,-1.5,1,i
Cn1c2c(c(O)c(-c3ccccc3)c1=O)C(=O)CC(C)(C)C2,-2,-9,8,-8,17,-2,0.9,-16,i
CCOC(=O)CNC(=O)N(C)[C@H]1C[C@H]2c3[nH]c4ccccc4c3CCN2C(=O)[C@H]1[C@H](C)O,-3,2,3,-4,7,-2,0.8,-5,i
Cc1ccc(N(CC(=O)Nc2ccc3c(c2)OCCO3)S(=O)(=O)c2c(C)n[nH]c2C)cc1,-12,-2,-4,11,5,-4,0.8,-5,i
COc1ccc(CCNC(=O)CSc2nnc3ccc(-c4cccnc4)nn23)cc1OC,-6,-3,-3,-6,0,-1,0.5,-3,i
CCC1CCCCN1CCCNC(=O)C1CCN(Cc2nc(-c3ccc(Cl)cc3)oc2C)CC1 (stereo not drawn),-1,7,4,-2,2,-1,nt,-1,i
# Following part.
SMILES,MsrA act,SKN-1 inh,MT1-MMP act inh,E coli Lon inh,CendR NRP1 mod,Rin1 Abl inh,MsrA inh,FAS TE block,Neddylation inh
Cc1ccc(Cn2c([N+](=O)[O-])cnc2C)cc1,-3,-1,-1,1,-3,2,0.8,-8,i
CC(=O)NCCOC(=O)Nc1cccnc1,-2,13,-5,5,0,-4,0.1,-8,i
O=C(Nc1ccc(OCCO)cc1)c1csc([C@H]2C[C@H](O)[C@@H](CO)O2)n1,-1,21,1,-4,-8,-6,0.1,-4,i
O=C(c1cc([N+](=O)[O-])ccc1Cl)N1CCc2ccccc21,1,12,-2,-2,0,1,1.7,11,i
O=c1[nH]c2ccsc2c(=O)n1CCO,-5,25,2,2,-4,0,-0.7,-7,i
Cc1c(C(=O)N/N=C/c2ccc(N(C)C)cc2)[nH]c2ccc(Cl)cc12,-5,3,4,-7,4,-5,3.6,2,nt
CCOc1ccc(NC(=S)Nc2cc(-c3ccccc3)[nH]n2)cc1,1,5,4,1,-5,5,-1.4,12,i
CC(=O)N(C)c1ccc(NC(=O)Nc2ccc(Cl)cc2)cc1,-5,-8,5,0,-4,0,0.7,-3,i
Cc1ccccc1NC(=O)NC1(C(=O)N2CCCC2)CCCCC1,-1,18,-1,1,-9,-5,-0.3,-4,i
Cc1cc(C)c(OCC(=O)OC(C)C(=O)N2CCc3ccccc32)c(C)c1 (stereo not drawn),-3,3,2,-11,5,-1,-1.3,17,i
COc1ccccc1NS(=O)(=O)c1ccc2oc(SCc3ccc(F)cc3)nc2c1,-4,-2,-4,-1,3,-1,1.0,24,i
Cc1ccc(NC(=O)CN2C(=O)/C(=C3\SC(=S)N(C4CCS(=O)(=O)C4)C3=O)c3ccccc32)cc1 (stereo not drawn),-2,5,6,0,-12,2,0.0,-16,i
Cn1c(CNC(=O)c2ccc3c(c2)OCO3)nnc1SCC(=O)Nc1ccc(F)cc1F,-4,-8,2,-2,10,1,-0.8,-8,i
N#Cc1c(N)oc(-c2ccco2)c1-c1ccco1,-1,18,-9,-3,-19,2,1.7,4,nt
COC(=O)c1cc2c(-c3ccccc3)c(C)c3ccccn3c-2c1C(=O)OC,0,2,-19,1,-15,-1,1.0,1,i
CCc1cc[n+](-c2nc([O-])sc2C=O)cc1,-5,0,-35,40*,19,-2,1.6,-20,i
Cc1cc(C(=S)N2CCOCC2)c(C)n1-c1ccc(F)cc1,-6,-2,2,-5,2,6,0.7,-10,i
Cc1ccc(C(=O)Nc2nc(=O)n(C)s2)cc1,-4,2,3,-3,-4,-2,-0.1,-10,i
CC1CCCCN1C(=O)CCC(=O)Nc1nnc(C2CCCCC2)s1 (stereo not drawn),5,15,1,-6,9,0,1.2,0,i
CCCc1cc(=O)[nH]c(SCC(=O)N(C)CC(=O)Nc2ccc(C)cc2)n1,-2,17,0,3,1,-2,0.5,0,i
CCc1nnc(NS(=O)(=O)c2ccc(NC(=O)c3ccc(Cl)cc3)cc2)s1,-4,5,2,-7,-5,3,0.7,-5,i
COc1ccc(OC)c(NC(=O)c2nc(-c3ccccc3)oc2C)c1,1,1,-10,0,-3,0,-0.1,14,i
CC1CCN(C(=O)Cn2c(SCC(=O)Nc3nccs3)nc3ccccc32)CC1,2,-8,5,-10,6,-4,-0.3,-7,i
CCOc1ccc(/C(C)=N/NC(=O)C(OC)c2ccccc2)cc1 (stereo not drawn),-10,-1,-5,1,10,2,1.4,0,i
CC(C)NC(=O)N(C)C[C@H]1Oc2c(NS(=O)(=O)c3cn(C)cn3)cccc2C(=O)N([C@H](C)CO)C[C@@H]1C,-2,0,0,-2,-3,2,-1.4,-11,i

# Complete entries as entered above.
# Entry for `CCc1cc[n+](-c2nc([O-])sc2C=O)cc1` : MsrA act = -5; SKN-1 inh = 0; MT1-MMP act inh = -35; E coli Lon inh = 40*; CendR NRP1 mod = 19; Rin1 Abl inh = -2; MsrA inh = 1.6; FAS TE block = -20; Neddylation inh = i
# Entry for `COC(=O)c1cc2c(-c3ccccc3)c(C)c3ccccn3c-2c1C(=O)OC` : MsrA act = 0; SKN-1 inh = 2; MT1-MMP act inh = -19; E coli Lon inh = 1; CendR NRP1 mod = -15; Rin1 Abl inh = -1; MsrA inh = 1.0; FAS TE block = 1; Neddylation inh = i

# Screening data (PubChem BioAssay)

# Hits appear at their usual frequency, and some 4.2% of all compounds hit somewhere here.
